Wnt bcat act: Wnt/beta-catenin pathway activators, primary screen, cell-based, plate reader, single point; hit rate 1.2% among 300,000; activation, % at 9.35 µM; Wnt/beta-catenin reporter cell assay, activator; in the data active = activation above about 30%, passing the limit was not always enough;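 also: 0% = neutral control wells and 100% = positive control wells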
NSD2 inh: NSD2 histone methyltransferase inhibitors, primary screen, biochemical, AlphaScreen, single concentration, set 2; Histone-lysine N-methyltransferase NSD2 (Homo sapiens), O96028; NSD2 peptide methylation, 120 min; inhibition, % at 12.5 µM; hit rate 0.54% among 310,000; in the data active = inhibition above about 50%
dFosB activator: activators of delta FosB homodimer, primary screen, biochemical, fluorescence polarization, TAMRA-CDK5 oligo, single point. hit rate 0.99% among 340,000. purified delta FosB; percent of positive-control signal above neutral wells. Protein FosB (Mus musculus), P13346. activation, % at 25 µM. AID 493131, 2011;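 active = mean activation above about 17%, with every replicate also reaching it, limit read from the data, passing the limit was not always enough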;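 also: fluorescence polarization rise as delta FosB binds a TAMRA Cdk5 AP-1 oligo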
V-ATPase pHluor: regulators of yeast V-ATPase proton pumping, primary screen, pHLuorin cytosolic pH fluorescence; S. cerevisiae; response, % at 10 µM; hit rate 0.37% among 350,000; AID 504577, 2011; in the data active = response mostly above about 7.3%, no sharp cut-off; inactive = mostly below about 5.4%; also: actives read high; inactives centre near 0; some compounds called inactive have numbers as strong as hits; reference of the scale not given here
MITF TRPM1 HTS: activators of MITF-driven TRPM1 promoter reporter, primary screen, cell-based, SK-MEL-5, luciferase, single point | SK-MEL-5 TRPM1-promoter luciferase, 24 h; % of positive control, neutral wells = 0 | activation, % at 12.5 µM | hit rate 0.75% among 300,000;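 active = mean activation of at least 80% with every replicate also reaching 80%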;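 also: 0% = neutral control wells and 100% = parthenolide positive control wells; values of inactives mirror those of a sister screen read the other way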
HTR5A ag: HTR5A agonists in luminescence cell assay, primary screen, counter-screen for OPRM1-OPRD1 heterodimer agonist project, full-deck HTS | 5-hydroxytryptamine receptor 5A (Homo sapiens), P47898 | cell-based | activation, % at 9.3 µM | hit rate 0.61% among 340,000 | AID 504692, 2011; in the data active = activation mostly above about 9.5%, no sharp cut-off; inactive = mostly below about 7.6%;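 also: 0% = cells with vehicle only and 100% = reference agonist; strong numbers were not always called active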
Target sequence (P47898 whole entry, looked up): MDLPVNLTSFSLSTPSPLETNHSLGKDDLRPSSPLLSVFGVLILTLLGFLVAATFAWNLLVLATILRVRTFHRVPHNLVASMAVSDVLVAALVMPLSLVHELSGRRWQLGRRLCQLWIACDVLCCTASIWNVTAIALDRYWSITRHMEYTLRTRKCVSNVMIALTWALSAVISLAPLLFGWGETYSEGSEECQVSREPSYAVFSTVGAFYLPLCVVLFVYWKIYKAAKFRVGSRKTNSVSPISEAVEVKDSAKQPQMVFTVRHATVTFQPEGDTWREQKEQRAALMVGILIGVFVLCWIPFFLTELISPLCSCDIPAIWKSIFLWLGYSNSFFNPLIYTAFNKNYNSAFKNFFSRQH
CDK5 inh: inhibitors of human CDK5/p35 kinase, primary screen, biochemical, single concentration. Recombinant CDK5/p35, ADP-Glo luminescence, 60 min. inhibition, % at 10 µM. hit rate 0.01% among 330,000. Cyclin-dependent kinase 5 (Homo sapiens) + Cyclin-dependent kinase 5 activator 1 (Homo …. AID 488839, 2010;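 active = highest replicate inhibition of at least 50% and at least 75% of replicates reaching 50%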;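 also: plate controls were DMSO neutral control for no effect and GW8510 at 10 µM for full effect; many of its hits are not listed in these tables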
HTR5A inv ctr: HTR5A inverse agonists in luminescence cell assay, primary screen, counter-screen for OPRM1-OPRD1 heterodimer inverse agonist project, full-deck HTS; 5-hydroxytryptamine receptor 5A (Homo sapiens), P47898; inhibition, % at 9.3 µM; hit rate 0.083% among 340,000; HTR5A cell line, inverse agonism; in the data active = inhibition mostly above about 23%, no sharp cut-off; inactive = mostly below about 18%;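 also: 0% = cells with DMSO and 100% = no-cell wells with DMSO; some compounds called inactive have numbers as strong as hits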
PvdQ acylase: P. aeruginosa PvdQ acylase inhibitors, primary screen, biochemical, fluorescence, plate reader and imaging, single point. PvdQ acylase [Pseudomonas aeruginosa LESB58]. purified PvdQ acylase. inhibition, % at 10 µM. hit rate 0.063% among 340,000. AID 488965, 2010; in the data active = inhibition above about 30%, passing the limit was not always enough;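 also: 0% = vehicle neutral wells and 100% = reference inhibitor wells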
SR-BI HDL uptake: inhibitors of SR-BI mediated HDL lipid uptake, primary screen, ldlA[mSR-BI] cells, fluorescence, single point. ldlA[mSR-BI] CHO cells, DiI-HDL uptake fluorescence, 3 h. inhibition, % at 12.5 µM. hit rate 0.96% among 320,000. AID 488896, 2010;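 active = mean replicate inhibition of at least 70% and a set share of replicates each scoring 70 or more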;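 also: 0% = median of neutral control wells and 100% = median of positive control wells; values of inactives mirror those of a sister screen read the other way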
Target sequence (Q61009 whole entry, looked up): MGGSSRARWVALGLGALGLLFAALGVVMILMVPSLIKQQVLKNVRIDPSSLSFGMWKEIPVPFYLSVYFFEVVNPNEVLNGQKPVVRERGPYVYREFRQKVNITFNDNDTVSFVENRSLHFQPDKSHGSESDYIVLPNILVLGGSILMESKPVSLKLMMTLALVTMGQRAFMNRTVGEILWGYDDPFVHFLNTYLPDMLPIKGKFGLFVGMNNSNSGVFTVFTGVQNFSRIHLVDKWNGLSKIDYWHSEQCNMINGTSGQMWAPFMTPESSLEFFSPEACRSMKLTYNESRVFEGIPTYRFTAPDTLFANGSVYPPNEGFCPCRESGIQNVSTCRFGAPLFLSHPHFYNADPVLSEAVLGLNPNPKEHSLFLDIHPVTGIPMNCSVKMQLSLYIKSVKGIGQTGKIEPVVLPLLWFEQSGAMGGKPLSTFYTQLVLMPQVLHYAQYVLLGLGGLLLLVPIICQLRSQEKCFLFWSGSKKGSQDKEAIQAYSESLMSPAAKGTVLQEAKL
The depositor's hits bear a star; . = not tested or not shown.

SMILES | Wnt bcat act | NSD2 inh | dFosB activator | V-ATPase pHluor | MITF TRPM1 HTS | HTR5A ag | CDK5 inh | HTR5A inv ctr | PvdQ acylase | SR-BI HDL uptake
CCOC(=O)N1CCc2c(sc(NC(=O)CN3CCOCC3)c2C(=O)Nc2ccccc2)C1 | 0 | 3 | -9 | -4 | 5 | 4 | 1.0 | -10 | 0 | 37
Cc1ccc(NC(=O)c2ccc3ccccc3n2)nc1 | 77* | -3 | -32 | 6 | 42 | 14* | 0.4 | -51 | -8 | -12
O=C(CCn1c(=O)c2ccccc2n(Cc2cc(=O)n3ccccc3n2)c1=O)NCc1ccco1 | . | 0 | -8 | -4 | 13 | 1 | -1.4 | -15 | -7 | -10
CN(CC(=O)NC1CC1)S(=O)(=O)c1ccc(F)cc1 | -3 | -2 | 1 | -2 | -1 | 3 | -0.8 | 2 | -5 | -8
O=C(c1ccc(S(=O)(=O)c2ccc(Cl)cc2)cc1)N1CCOCC1 | -8 | 3 | -1 | -1 | -3 | -3 | 0.5 | 7 | -9 | -10
CCn1cc(S(=O)(=O)N2CCCC2)cn1 | -1 | 1 | -7 | 5 | -3 | -1 | 0.8 | -18 | -11 | -5
COC(=O)c1cc(Cl)c(NC(=O)c2ccc(F)cc2)cc1OC | 0 | -2 | -4 | 9 | 21 | 8 | -1.3 | -27 | 17 | 27
O=C(CC1C(=O)OCN1C(=O)OCc1ccccc1)OCC(=O)c1ccccc1 (stereo not drawn) | 3 | . | -11 | -1 | . | 4 | 0.9 | 3 | -13 | -32
c1csc(C(c2nnnn2C2CCCC2)N2CCCC3(CCCCC3)C2)c1 (stereo not drawn) | . | -3 | 1 | 1 | -1 | 5 | -0.3 | 8 | 7 | -4
O=C1CCCCC1 | 1 | . | 0 | -2 | 3 | 3 | -0.2 | -12 | -11 | -7
COC(=O)C(C)Sc1nc2c(c(=O)n1-c1ccccc1)SCC2 (stereo not drawn) | -12 | -2 | -1 | -3 | 3 | 5 | 3.5 | -19 | 11 | 1
O=C(CCCn1c(=S)[nH]c2ccccc2c1=O)N1CCCCC1 | -8 | 0 | -5 | -2 | . | 4 | 1.6 | -12 | -11 | 16
COc1ccc(-c2cc(-c3ccccc3)nc(-c3ccc4c(c3)NC(=O)CO4)c2)cc1 | -13 | -1 | -7 | -2 | 15 | 4 | -3.1 | -8 | -15 | 57
CCOc1ccc(CCNC(=O)c2cccnc2N2CCCC2)cc1OCC | . | 1 | 6 | 5 | -7 | 0 | -3.2 | 0 | 0 | 29
O=C(O)Cn1c(=O)c2c3c(sc2n(Cc2ccc(Cl)cc2Cl)c1=O)CCCC3 | -4 | 0 | -8 | 0 | 7 | 2 | -3.1 | -7 | -19 | -22
O=C(Nc1cccc(S(=O)(=O)N2CCCCC2)c1)c1cc([N+](=O)[O-])ccc1N1CCOCC1 | 1 | -4 | -5 | 0 | 0 | -7 | 1.9 | 11 | -14 | 23
Cc1cc(NC(=O)c2ccc(F)cc2)n(-c2ccccc2)n1 | -1 | 0 | 1 | 4 | 0 | 4 | -1.3 | -14 | -19 | 13
CCCC1(C(=O)O)NC(c2cccc(OC)c2O)C2C(=O)N(c3ccccc3)C(=O)C21 (stereo not drawn) | -3 | . | -6 | 3 | 2 | 1 | 1.3 | -2 | -9 | -14
CCN(c1ccc(C(=O)CN2C(=O)NC3(CCOc4ccccc43)C2=O)cc1)S(C)(=O)=O (stereo not drawn) | -4 | 0 | -4 | 0 | -14 | -1 | -0.8 | 12 | -12 | 42
O=C(Cc1ccc(Cl)cc1)NCCN1CCCC1 | -5 | -54 | -9 | 0 | 7 | 0 | 0.2 | -25 | -8 | -22
COc1ccc(S(=O)(=O)N2CCCCC2)cc1NC(=O)CNc1ccc(F)cc1C | -3 | -2 | 7 | -3 | -14 | 7 | 1.5 | -6 | -17 | 9
O=C(NC1CCCCCC1)c1ccc(=O)n(Cc2ccccc2)n1 | -2 | -1 | -5 | 2 | 2 | 3 | 0.1 | -12 | -8 | -4
CC1CCCCN1CCNC(=O)CN1C(=O)COc2ccccc21 (stereo not drawn) | . | 7 | -13 | 4 | -1 | 0 | -0.9 | -1 | -1 | -13
C/C(=N/Nc1ccnc2cc(Cl)ccc12)c1ccc(N)cc1 | 5 | . | -1 | -3 | 45 | -2 | 1.0 | -11 | -6 | 27
CCOC(=S)SCC(=O)N1CCc2cc(OC)c(OC)cc2C1C1C(=O)CC(C)(C)CC1=O (stereo not drawn) | -7 | -2 | -2 | 20* | 14 | -1 | -0.3 | 2 | -5 | -3
CSc1ccccc1OCc1cc(C(=O)NCCCn2nc(C)cc2C)no1 | -2 | . | -16 | 2 | -4 | 4 | -2.8 | -8 | -11 | 67
Nc1ccc2c(=O)[nH][nH]c(=O)c2c1 | -7 | -1 | 1 | 5 | 12 | 0 | 0.1 | -2 | -13 | -22
Cc1ccc2nc(SCc3ccc([N+](=O)[O-])cc3)[nH]c2c1 | . | 5 | -2 | 6 | 32 | 0 | -0.8 | 0 | -13 | -10
O=C1NCCCC1C(=O)Nc1ccccc1C(F)(F)F (stereo not drawn) | . | -5 | 2 | -2 | . | -4 | -0.4 | -16 | 7 | -7
Nc1c(C(=O)c2ccccc2)sc2snc(SCC(=O)c3ccccc3)c12 | . | 0 | -14 | -6 | 55 | 3 | -0.1 | -8 | 3 | 0
CCC(CC)N=C1NS(=O)(=O)c2cc([N+](=O)[O-])ccc21 | -1 | 0 | -6 | 2 | -24 | -2 | -0.4 | 6 | -12 | -3
CN(CCC#N)c1ccc(/C=C(\C#N)c2ccccn2)cc1 | -1 | -3 | -9 | 4 | 2 | 0 | 0.5 | -13 | -10 | 9
COc1cc(C)c(Cl)cc1S(=O)(=O)NCCCN1CCOCC1 | . | 19 | -6 | -2 | -13 | -2 | -3.5 | -24 | -19 | -22
Cc1ccsc1C1C(C#N)=C(N)Oc2n[nH]c(C)c21 (stereo not drawn) | -1 | 24 | -2 | 0 | -11 | -3 | 1.0 | 17 | -6 | -3
CCOC(=O)c1cc(=O)n2nc(-c3ccccc3F)nc2s1 | 0 | -4 | -8 | 1 | -1 | 4 | 1.3 | -12 | 3 | -12
Cc1cc(Br)c(OCc2ccc(C(=O)N/N=C3\CC4CC=CC34)cc2)c(Br)c1 (stereo not drawn) | -6 | 1 | -13 | -1 | -2 | 0 | 0.8 | 1 | -11 | 84*

Reformatted: two of the compounds above
SMILES,Wnt bcat act,NSD2 inh,dFosB activator,V-ATPase pHluor,MITF TRPM1 HTS,HTR5A ag,CDK5 inh,HTR5A inv ctr,PvdQ acylase,SR-BI HDL uptake
CCOC(=S)SCC(=O)N1CCc2cc(OC)c(OC)cc2C1C1C(=O)CC(C)(C)CC1=O (stereo not drawn),-7,-2,-2,20*,14,-1,-0.3,2,-5,-3
COc1cc(C)c(Cl)cc1S(=O)(=O)NCCCN1CCOCC1,.,19,-6,-2,-13,-2,-3.5,-24,-19,-22

Next part:
SMILES | Wnt bcat act | NSD2 inh | dFosB activator | V-ATPase pHluor | MITF TRPM1 HTS | HTR5A ag | CDK5 inh | HTR5A inv ctr | PvdQ acylase | SR-BI HDL uptake
NC(=O)COC(=O)c1ccccc1Oc1ccccc1 | -2 | 0 | -3 | -1 | -3 | 1 | -2.6 | -2 | -4 | -9
O=C1CN(S(=O)(=O)c2cc(Br)ccc2Br)CCN1 | -4 | -3 | -5 | 1 | . | -3 | 1.4 | 7 | -7 | -1
Cc1ccsc1C(=O)OCC(=O)N(C)c1c(N)n(Cc2ccccc2)c(=O)[nH]c1=O | 1 | 1 | -1 | 5 | 2 | -5 | 0.4 | 13 | -10 | -19
CCN(CC)CCNC(=O)c1nn(-c2ccc(C)cc2)c(=O)c2c1c1ccccc1n2C | . | -51 | -37 | 1 | -2 | 7 | -1.5 | -18 | 11 | -4
C=CCCC(=O)N1CCC(CCC(=O)NC2CC2)CC1 | -2 | -3 | 0 | 2 | 3 | 2 | -5.8 | -14 | -5 | -30
COc1cccc(CN(CC(=O)NC2CCCCC2)C(=O)c2csnn2)c1 | -2 | 3 | -5 | -5 | -2 | -7 | -0.2 | 19 | 1 | .
C=CCn1c(SCc2ccc3nonc3c2)nnc1-c1cccs1 | -9 | 2 | -5 | -3 | -2 | -3 | -1.1 | -8 | -15 | -1
O=C(c1ccco1)N1CCN(C(=O)C2CCCN(S(=O)(=O)c3cccc4nsnc34)C2)CC1 (stereo not drawn) | . | 1 | -8 | -4 | -6 | -1 | 1.5 | -1 | -1 | -4
CCOC(=O)N1CCC(NC(=O)CC2C(=O)NCCN2Cc2ccccc2)CC1 (stereo not drawn) | -1 | 11 | 2 | 2 | 8 | 1 | 0.4 | 2 | -7 | -25
Cc1ccc2[nH]c3nc(N/N=C/c4cccc(O)c4)nnc3c2c1 | -3 | 4 | 21* | -2 | . | -1 | -0.7 | 2 | -6 | -12
O=C(Nc1cccc(Cl)c1)C1CCCCC1 | 7 | . | 13 | 2 | 2 | 2 | 0.3 | -18 | 6 | -10
COc1ccc(S(=O)(=O)N(CCC(=O)O)Cc2ccccc2)cc1 | 0 | -2 | 5 | 2 | -11 | -1 | 1.2 | 3 | -14 | -10
Cc1nc2ccccc2nc(C)c1=NOCc1cccc(F)c1 | 0 | -1 | 2 | -4 | -5 | 0 | -1.1 | 19 | -11 | 2
CCOc1cccc2cc(C(N)=O)c(=N)oc12 | 7 | 11 | -12 | -5 | -9 | 4 | 1.0 | -13 | -5 | 12
CCOC(=O)c1c(NC(=O)CN2C(=O)C(=O)N(C(C)C)C2=O)sc(C)c1CC | 5 | 2 | -19 | -4 | -2 | 4 | -3.9 | 17 | -5 | -10
CCOc1ccc(CNC(=O)CCCN2C(=O)C(c3ccccc3)Oc3cccnc32)cc1 (stereo not drawn) | -2 | -1 | -9 | 2 | -14 | 1 | -0.8 | 3 | -10 | -7
CCn1cc(S(=O)(=O)c2ccc(Cl)cc2)c(=O)c2cc(OC)ccc21 | 2 | -3 | -6 | 1 | -6 | -2 | -1.0 | -27 | -1 | -15
O=C(CCCCCN1C(=O)c2ccccc2C1=O)NCCc1nc2ccccc2[nH]1 | -2 | . | -6 | 7 | -13 | 9 | 0.4 | -9 | -3 | 35
COC/C=C/C1=CC2=CC(=O)C(C)(OC(=O)c3cnc4ccccc4n3)C(=O)C2=CN1CCN1CCOCC1 (stereo not drawn) | 2 | . | -3 | 1 | 1 | 3 | 0.9 | -5 | -5 | -16
COc1ccccc1C(=O)NC(=S)NC12CC3CC(CC(C3)C1)C2 | -2 | -1 | -1 | -3 | -3 | -6 | 1.5 | 16 | -3 | 3
O=C(NCc1cccnc1)C(=O)NCC1OCCN1S(=O)(=O)c1ccccc1 (stereo not drawn) | 0 | . | 0 | 0 | . | 2 | 0.7 | -3 | 11 | -31
Cc1cccc(NC(=O)C(C)N2C(=O)c3ccccc3S2(=O)=O)n1 (stereo not drawn) | -1 | 1 | -4 | 2 | 11 | -1 | 2.2 | 2 | -3 | 4

Screens: PubChem BioAssay, several laboratories
